# Assay outcomes: PubChem BioAssay, National Center for Advancing Translational Sciences (NCATS)
# uPA generation: cell surface uPA generation inhibition | cell surface uPA generation assay, qHTS | Potency, µM (series often up to 38.3 µM), for the others: top-dose activity change, negative = inhibition, most hits filed as inhibitors | actives 0.31% (n = 330,000); active means well fitted inhibition curve with a large enough effect; inconclusive means small, poorly fitted or top-dose-only effect; inactive means no such curve, though single readings can be large or run the other way; tested in mouse RAW 264.7 cells; further: potency means the concentration at half of the fitted maximal effect; on the % scale 0 is the no-effect control and ±100 the full control effect; nearly all actives have a fitted effect of over 55% in size
# ELG1 genotox: genotoxicity induction in ELG1-luciferase HEK293T cells; HEK293T ELG1-luciferase reporter, luminescence, 16 h; actives 1.3% (n = 330,000); AID 504466; Potency, µM (doses to about 46 µM), for the others: at the highest dose activity change, positive = activation, actives largely listed as activators; further: potency means the concentration at half of the fitted maximal effect; % of control where 0% means no effect; nearly all actives have a fitted effect of over 60% in size
#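 DMSO vehicle served as control against compound-treated ELG1-luciferase HEK293T cells; exposure lasted 16 hr at 37 °C and 5% CO2, followed by ONE-Glo luminescence detection after 30 min.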
# Rab9 promoter act: activates the Rab9 promoter; Huh7 Rab9 promoter-luciferase reporter, luminescence, 24 h; actives 2.8% (n = 320,000); AID 485297; Potency, µM (doses to about 9.22 µM), for inactives: at the top dose activation, negative = inhibition, actives largely listed as activators; further: potency means the concentration at half of the fitted maximal effect; % of control where 0% means no effect; nearly all actives have a fitted effect of over 60% in size
#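 Promoter activation is measured as luciferase luminescence in Huh7 cells stably transfected with a Rab9 promoter–luciferase construct, following 24 h compound exposure at 37 °C and 10 min reagent incubation at ambient temperature.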
# FBPA coupling cs: coupling enzyme interference in Giardia aldolase counter-screen; actives 0.67% (n = 290,000); activity change, negative = inhibition, % at 58.2 µM, hits read low; AID 2472; coupling enzyme system counterscreen, AmpLite Red fluorescence; in the data active means activity change below about -30%; further: on the % scale 0 is the no-effect control and ±100 the full control effect
#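 Counterscreen of the coupled detection system alone, without aldolase: glyceraldehyde-3-phosphate coupling enzymes plus AmpLite Red readout. Compounds at 57.5 uM final, 10 min RT preincubation, 20 min RT reaction, fluorescence 525/598 nm.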
# RORg inh: inhibitors of mouse ROR gamma transcriptional activity. actives 5.4% (n = 310,000). P51450. Potency, µM (highest dose often 53.6 µM), inactives show top-dose activity change, negative = inhibition, usual class: inhibitors. Drosophila S2 Gal4-RORgamma UAS-luciferase reporter, 20 h; further: potency means the concentration at half of the fitted maximal effect; on the % scale 0 is the no-effect control and ±100 the full control effect; nearly all actives have a fitted effect of over 60% in size
# Target sequence (P51450 whole entry, looked up, the tested form may be a part): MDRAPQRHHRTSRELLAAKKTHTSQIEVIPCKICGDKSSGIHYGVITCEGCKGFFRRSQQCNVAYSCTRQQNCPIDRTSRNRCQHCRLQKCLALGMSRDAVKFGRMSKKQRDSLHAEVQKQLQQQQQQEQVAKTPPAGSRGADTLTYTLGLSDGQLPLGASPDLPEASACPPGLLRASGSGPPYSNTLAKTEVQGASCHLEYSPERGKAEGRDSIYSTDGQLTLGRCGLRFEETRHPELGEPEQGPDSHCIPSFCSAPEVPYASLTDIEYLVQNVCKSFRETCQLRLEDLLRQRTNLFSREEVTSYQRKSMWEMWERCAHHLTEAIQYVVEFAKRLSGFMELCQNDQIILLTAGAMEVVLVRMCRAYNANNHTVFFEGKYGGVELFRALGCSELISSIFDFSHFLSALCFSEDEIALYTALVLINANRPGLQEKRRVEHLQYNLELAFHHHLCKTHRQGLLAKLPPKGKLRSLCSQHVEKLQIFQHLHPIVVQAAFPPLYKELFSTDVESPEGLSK
#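 Compounds are pin-transferred onto Drosophila Schneider cells expressing a copper-inducible Gal4–ROR gamma transactivation domain fusion. After 1 hr, copper sulfate is added to 700 uM final; luciferase is read 20 hr later.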
# VP16 counter: counter-screen for ROR gamma inhibitors: Gal4-VP16 reporter. Drosophila S2 Gal4-VP16 UAS-luciferase, luminescence, 20 h. Potency, µM (highest dose often 53.6 µM), inactives show at the top dose activity, negative = inhibition, usual class: inhibitors. actives 3.5% (n = 310,000). AID 2546;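 further: Gal4-VP16 expression switched on by copper sulfate through the metallothionein promoter; potency means the concentration at half of the fitted maximal effect; on the % scale 0 is the no-effect control and ±100 the full control effect; nearly all actives have a fitted effect of over 50% in size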
# KCNH2 3.1 block: inhibitors of human KCNH2 3.1 potassium channel isoform; U2OS KCNH2 3.1, thallium flux FluxOr; active compounds read low; activity change, % (tested at about 1.8 µM); actives 0.95% (n = 340,000); AID 720553;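 active means maximum activity change below -70%; inconclusive means maximum activity change from -70% to -50%; inactive means maximum activity change above -50%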;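 further: thallium influx rate constant from kinetic fluorescence after stimulation buffer; on the % scale 0 is the no-effect control and ±100 the full control effect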
#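 Kinetic fluorescence (2 min after stimulation buffer) measures Tl+ influx through KCNH2 3.1 expressed by viral transduction in U2OS cells; the rate constant is normalized against DMSO controls serving as positive and negative references.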
# Giardia kill: Giardia lamblia killing. Giardia lamblia trophozoite viability. activity change, % at 7.66 µM, hits read low. actives 0.15% (n = 340,000). AID 540267; in the data active means activity change below about -80%; inconclusive means between about -30% and that limit;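 further: parasites exposed to compound for two days anaerobically before the ATP read; on the % scale 0 is the no-effect control and ±100 the full control effect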
#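 Luminescent ATP signal served as the viability read-out, measured 15-30 min after adding ATP detection reagent to trophozoites that had been incubated with compounds for 48 hrs at 37 deg C anaerobically at 100 cells/well.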
# Tb PFK block: blocks T. brucei phosphofructokinase | O15648 | actives 0.17% (n = 330,000) | T. brucei PFK, ADP-Glo luminescence | Potency, µM (series often up to 57.5 µM), inactives show top-dose activity, negative = inhibition, actives largely listed as inhibitors | AID 485367;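 further: potency means the concentration at half of the fitted maximal effect; 0% = uninhibited 1x PFK enzyme wells and -100% = no-enzyme wells; nearly all actives have a fitted effect of over 60% in size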
#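 Luminescent ADP detection (ADP-Glo, two-step: ATP depletion then ADP-to-ATP conversion for luciferase) reported PFK activity after 45 min room-temperature reaction of 1.25 nM enzyme with 0.5 mM F6P and 0.1 mM ATP at pH 8.0.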
# FLuc modulator: firefly luciferase modulation, counter-screen for miR-21 project; actives 6.9% (n = 360,000); P08659; purified FLuc, Km substrates, luminescence inhibition; AID 588342; Potency, µM (top dose mostly 57.5 µM), for the others: at the top dose activity change, negative = inhibition, actives largely listed as inhibitors;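 further: potency means the concentration at half of the fitted maximal effect; plate controls were vehicle for no effect and reference inhibitor for full effect; nearly all actives have a fitted effect of over 55% in size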
# Target sequence (P08659 whole entry, looked up): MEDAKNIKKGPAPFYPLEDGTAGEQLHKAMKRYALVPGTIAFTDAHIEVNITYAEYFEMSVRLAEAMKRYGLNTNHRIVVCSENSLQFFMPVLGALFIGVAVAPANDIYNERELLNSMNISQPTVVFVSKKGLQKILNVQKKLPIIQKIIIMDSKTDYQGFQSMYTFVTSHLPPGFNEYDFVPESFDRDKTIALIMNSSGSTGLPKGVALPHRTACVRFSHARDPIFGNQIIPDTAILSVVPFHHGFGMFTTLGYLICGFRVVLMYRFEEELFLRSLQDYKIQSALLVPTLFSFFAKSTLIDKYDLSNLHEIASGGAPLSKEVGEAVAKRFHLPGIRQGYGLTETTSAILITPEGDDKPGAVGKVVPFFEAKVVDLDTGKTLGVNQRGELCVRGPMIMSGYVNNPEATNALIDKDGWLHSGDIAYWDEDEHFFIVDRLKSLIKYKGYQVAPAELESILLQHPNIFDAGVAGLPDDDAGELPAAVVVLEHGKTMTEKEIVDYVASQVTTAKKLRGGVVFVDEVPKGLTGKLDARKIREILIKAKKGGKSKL
#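 Biochemical qHTS of compounds, final roughly 60 µM downward over six points, against 10 nM purified firefly luciferase using Km concentrations of substrates (10 uM D-luciferin, 10 uM ATP) in Tris acetate pH 7.5 buffer; luminescence output.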
# NPC1 promoter act: activates the NPC1 promoter. Huh7 NPC1 promoter luciferase reporter, 24 h. Potency, µM (series often up to 9.22 µM), without a hit: top-dose activation, most hits filed as activators. actives 2.4% (n = 320,000). AID 485313;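 further: potency means the concentration at half of the fitted maximal effect; % of control where 0% means no effect; nearly all actives have a fitted effect of over 60% in size; reporter is driven by a mutant NPC1 promoter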
#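 Readout is luciferase luminescence, reflecting NPC1 promoter activation in stably transfected Huh7 cells after 24 h compound exposure at 37 °C in reduced-serum medium with 10% FBS.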
# Starred values were filed as active, the others as inactive; ? = inconclusive; / = no result given; & = joins results of further samples; [ ] = remark or other dose. Unless noted, the call rests on the fitted dose curve; in most records, active means well fitted curve in the direction sought with a large enough effect; inconclusive means small, poorly fitted or top-dose-only effect, or another doubt; inactive means no such curve, though single readings can be large; an effect the other way counts as inactive or inconclusive.
SMILES,uPA generation,ELG1 genotox,Rab9 promoter act,FBPA coupling cs,RORg inh,VP16 counter,KCNH2 3.1 block,Giardia kill,Tb PFK block,FLuc modulator,NPC1 promoter act
CC(C)C(NC(=O)c1ccccc1NC(=O)c1ccco1)C(=O)NNC(=O)c1ccncc1 (stereo not given),4%,-4%,2%,2,1%,-4%,4,-5,0%,2%,-5%
c1csc(-c2ccnc3ncnn23)c1,-5%,-1%,-3%,-1,-4%,-4%,5,0,1%,-6%,0%
COC(=O)Cc1[nH]c(=S)[nH]c1C(=O)OC,-1%,1%,-10%,2,-40%,-7%,1,1,0%,0%,-6%
CC(=O)C1=C(O)C(=O)N(c2nccs2)C1c1ccc(Br)cc1 (stereo not given),12%,4%,3%,8,0%,3%,-2,-13,2%,5%,-3%
O=S(=O)(Nc1cccc(CCc2ccccn2)c1)c1cc(Cl)ccc1Cl,16%,-3%,2%,4,5%,-1%,13,-9,2%,3%,2%
O=C(CCc1ccccc1)N=C1SC2CS(=O)(=O)CC2N1c1ccccc1 (stereo not given),-10%,-1%,-8%,/,0%,-2%,-5,14,-5%,-2%,-2%
CC1CCN(C(=O)COc2ccc(S(=O)(=O)N3CCOCC3)cc2)CC1,0%,-8%,0%,/,/,/,-8,6,-7%,-6%,-2%
CC1(C)CC(=O)c2c(oc3ccc(NS(=O)(=O)c4ccc(C(=O)O)cc4)cc23)C1,2%,8%,-3%,7,5%,-8%,17,3,3%,?,-4%
CC(C)(C)c1cc(Br)c(O)c(N=Nc2ccc(S(=O)(=O)N3CCOCC3)cc2)c1,8%,-8%,-2%,-4,6.3µM*,?,4,14,0%,-16%,-1%
O=C(NNC(=S)Nc1ccc(F)cc1F)c1ccco1,-3%,11%,?,0,-35%,-6%,6,-6,1%,-16%,?
Cc1nc(-c2ccccc2)sc1C1(C)CC(c2ccc(C#N)cc2)=NO1 (stereo not given),2%,1%,1%,1,8%,3%,-6,15,4%,-19%,-1%
CCOC(=O)N/N=C\C=C\c1ccco1,-3%,8%,-1%,-6,-7%,14%,-11,7,-10%,-17%,7%
CCCCOC(=O)Nc1ccc(C(=O)OC)cc1,-3%,?,?,-1,18%,8%,13,10,0%,12µM*,?
CC(C)(C)NC(=O)C(=O)NNC(=O)COc1ccc(Br)cc1,-5%,3%,0%,1,?,-3%,-6,-8,-2%,4%,-4%
COc1ccc(Cn2c(O)c(/C=N/NC(=O)c3cccnc3)c3ccccc3c2=O)cc1,5%,1%,-2%,-7,6.3µM*,0%,1,17,-28%,?,-2%
CCN(CC)c1ccc(NC(=O)Cn2ncc3c(C)n(Cc4ccccc4F)c(C)c3c2=O)c(C)c1,6%,6%,-7%,3,1%,2%,9,-9,-1%,3%&11%,1%
COc1ccc(-c2[nH]ncc2-c2cnn(-c3ccccc3)c2)c(O)c1,5%,1%,5%,0,?,-25%,12,5,5%,4%,-5%
O=C(Nc1ccc(C(=O)O)cc1)/C(=C/c1ccc([N+](=O)[O-])cc1)NC(=O)c1ccccc1,-5%,0%,0%,1,2%,3%,0,22,21%,4%,-4%
O=C(Nc1ccccn1)c1ccc(Br)c(S(=O)(=O)N2CCCC2)c1,3%,3%,?,2,22%,14%,-4,12,1%,?,17%
Cc1ccc(C(=O)NCCC(=O)N2CCCC2)cc1,11%,23µM*,3.2µM*,-2,?,-23%,19,-2,-3%,11µM*,4µM*
O=C1Nc2ccc(Br)cc2C1=Nc1ccc(-c2nnc3n2CCCCC3)cc1,/,0%,-9%,-15,-8%,-1%,/,/,-1%,-2%,0%
Cc1ccc(C2C(=O)N(C3CCC(C)CC3)CC(=O)N2C2CC2)cc1 (stereo not given),5%,1%,8%,8,15%,7%,2,4,3%,-1%,-6%
O=C(CN1CCN(CC(=O)Nc2ccccc2F)CC1)Nc1ccc2c(c1)OCCO2,-5%,-4%,1%,1,0%,-7%,-3,13,0%,3%,-2%
Cc1nc2c(ncn2-c2ccccc2)c(=O)n1NC(=O)CN1CCOCC1,9%,0%,-2%,-3,3%,-9%,1,-9,0%,3%,-1%
COc1ccc(N=N/C(=C\O)C(=O)c2ccco2)cc1,1%,-4%,7%,5,36%,-14%,-9,11,-1%,24µM*,21%

# Compound profiles (already shown). Order of screens: uPA generation, ELG1 genotox, Rab9 promoter act, FBPA coupling cs, RORg inh, VP16 counter, KCNH2 3.1 block, Giardia kill, Tb PFK block, FLuc modulator, NPC1 promoter act
# `O=C(NNC(=S)Nc1ccc(F)cc1F)c1ccco1` across the screens: -3%, 11%, ?, 0, -35%, -6%, 6, -6, 1%, -16%, ?
# `c1csc(-c2ccnc3ncnn23)c1` across the screens: -5%, -1%, -3%, -1, -4%, -4%, 5, 0, 1%, -6%, 0%
# `O=C1Nc2ccc(Br)cc2C1=Nc1ccc(-c2nnc3n2CCCCC3)cc1` across the screens: /, 0%, -9%, -15, -8%, -1%, /, /, -1%, -2%, 0%
# `CC(C)C(NC(=O)c1ccccc1NC(=O)c1ccco1)C(=O)NNC(=O)c1ccncc1` (stereo not given) across the screens: 4%, -4%, 2%, 2, 1%, -4%, 4, -5, 0%, 2%, -5%

# Continued.
SMILES,uPA generation,ELG1 genotox,Rab9 promoter act,FBPA coupling cs,RORg inh,VP16 counter,KCNH2 3.1 block,Giardia kill,Tb PFK block,FLuc modulator,NPC1 promoter act
CCCCNC(=O)CSc1nc2ccccc2n1S(=O)(=O)c1ccc(Cl)cc1,3%,4%,2%,-2,31%,-6%,-16,-2,-1%,-2%,-5%
Cc1cccc(C)c1NC(=O)Nc1cccs1,-11%,1%,?,1,-9%,-2%,3,-27,-2%,1%,-1%
COc1ccc(C)cc1NC(=O)NNC(=O)c1cc2ccccc2cc1O,7%,-7%,9%,1,-19%,-5%,5,7,-8%,?,1%
CCn1c(NC(=O)Nc2cccc(C)c2C)cc2sccc21,1%,-7%,7%,-3,8%,0%,-8,?,2%,0%,1%
COc1cccc(C(c2nnnn2Cc2ccco2)N2CCN(Cc3ccccc3)CC2)c1OC (stereo not given),1%,-5%,-10%,-1,11%,-18%,-23,0,-6%,-3%,-2%
Cc1c(C)c2ccc(OCC(=O)Nc3ccccn3)cc2oc1=O,7%,0.46µM*,3.5µM*,/,-14%,1%,10,?,1%,0.34µM*,0.89µM*
O=C(/C=C/c1ccc(F)cc1)NC(=S)Nc1ccccc1O,4%,10%,22%,-1,?,?,-18,8,5%,-10%,?
COCCN(C(=O)CN1CCc2ccccc2C1)c1c(N)n(Cc2ccccc2)c(=O)[nH]c1=O,-8%,-2%,9%,-4,-18%,-10%,4,3,-1%,2%,-4%
O=C1c2ccccc2C(=O)N1CCCCN(C(=O)c1cc2ccccc2oc1=O)c1ccc(Cl)cc1,1%,-7%,2%,2,?,8%,9,22,0%,1%,18%
COc1ccc(-c2cc(C(=O)N/N=C/c3cccnc3)c3cc(C)cc(C)c3n2)cc1,-3%,-5%,-2%,1,-4%,?,/,-20,3%,7.6µM*,-7%
CCCCC(c1nnnn1CC1CCCO1)N1CCN(c2cc(Cl)ccc2C)CC1 (stereo not given),-4%,-5%,8%,-3,20%,-9%,/,12,4%,-2%,-6%
CCOC(=O)Cc1nnc(Nc2ccc(C)cc2)c2ccccc12,-7%,-1%,3%,1,19%,-13%,12,6,2%,?,1%
COc1cc2ccccc2cc1C(=O)N1CCc2ccccc21,-11%,-2%,-1%,/,/,/,8,-13,7%,1%,-7%
COc1cc(C(F)(F)F)c(C(=O)N(C)Cc2cccc(Cl)c2)cn1,-5%,-7%,-4%,0,-1%,7%,7,-5,4%,0%,-3%
CCCCNC(=O)[C@@H]1CSC2c3ccc(OC)c(OC)c3C(=O)N21 (stereo not given in full),?,0%,1%,3,1%,-2%,4,39[activator],4%,2%,-7%

# Shown as a hit in Rab9 promoter act (from the list above):
Structure | uPA generation | Rab9 promoter act | RORg inh | Tb PFK block | NPC1 promoter act
Cc1ccc(C(=O)NCCC(=O)N2CCCC2)cc1 | 11% | 3.2µM* | ? | -3% | 4µM*
Cc1c(C)c2ccc(OCC(=O)Nc3ccccn3)cc2oc1=O | 7% | 3.5µM* | -14% | 1% | 0.89µM*

# Compounds as they come; 14% or so of the library scored in one or more.
